Hck Nef HTS = inhibitors of human Hck kinase activated by Nef; Recombinant Hck-YEEI plus Nef, Z-Lyte FRET kinase assay; inhibition, % at 20 µM; 220,000 compounds, 0.68% hits;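 active = Hck-Nef kinase inhibition above about 50%, limit read from the data; inactive = inhibition below that limit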;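 note: 0% = DMSO with Hck plus Nef and 100% = Hck alone without Nef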
Target sequence (P08631 whole entry, looked up): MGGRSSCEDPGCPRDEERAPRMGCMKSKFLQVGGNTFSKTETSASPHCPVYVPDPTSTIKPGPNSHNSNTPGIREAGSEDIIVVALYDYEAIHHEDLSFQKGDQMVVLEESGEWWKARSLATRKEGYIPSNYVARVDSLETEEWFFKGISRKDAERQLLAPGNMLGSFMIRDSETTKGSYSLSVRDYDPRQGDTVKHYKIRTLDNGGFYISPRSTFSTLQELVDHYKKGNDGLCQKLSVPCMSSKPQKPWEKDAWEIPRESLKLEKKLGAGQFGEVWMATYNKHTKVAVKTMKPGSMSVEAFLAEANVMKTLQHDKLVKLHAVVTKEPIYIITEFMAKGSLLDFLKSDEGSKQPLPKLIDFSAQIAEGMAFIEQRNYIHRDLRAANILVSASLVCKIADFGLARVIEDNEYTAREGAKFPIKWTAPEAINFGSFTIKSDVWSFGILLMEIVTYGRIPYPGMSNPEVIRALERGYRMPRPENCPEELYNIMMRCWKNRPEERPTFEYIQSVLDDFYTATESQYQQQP
RBBP9 inhibitor = inhibitors of human serine hydrolase RBBP9; 220,000 compounds, 0.2% hits; recombinant RBBP9, FP-Rh probe fluorescence polarization; inhibition, % at 7.94 µM; O75884;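 active = inhibition above the campaign mean of all tested compounds plus 3 SD, cut at about 14% in these data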;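 note: plate controls were DMSO wells with RBBP9 for no effect and wells lacking RBBP9 protein for full effect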
Target sequence (O75884 whole entry, looked up): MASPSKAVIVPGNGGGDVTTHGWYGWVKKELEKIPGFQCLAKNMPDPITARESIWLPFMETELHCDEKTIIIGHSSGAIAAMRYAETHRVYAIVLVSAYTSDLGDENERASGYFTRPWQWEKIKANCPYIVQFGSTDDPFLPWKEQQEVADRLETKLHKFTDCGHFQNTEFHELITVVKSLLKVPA
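System: RBBP9 protein / Quantity: 2.5 µM RBBP9 dispensing solution, before mixing / Also added: Serine-hydrolase probe FP-Rh, 375 nM pre-mixing / Dosing: 7.94 µM single dose, 0.794% DMSO / Timing: enzyme-compound preincubation 30 min, then probe labeling 45 min, 25 °C / Signal: FP readout at 525/598 nm / Controls: DMSO-treated enzyme wells and wells lacking RBBP9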
Runt-CBFb FRET = Runt domain-CBFb interaction inhibition. Q01196+Q13951. Cerulean-Runt/Venus-CBFb FRET ratio 530/480, 1 h. inhibition, % at 20 µM. 220,000 compounds, 0.46% hits;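 active = inhibition over about 50% at 20 µM in the single-dose screen, limit read from the data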;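 note: 0% = DMSO wells and 100% = excess unlabeled CBFb competitor control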
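Schedule: protein complex preformed 1 h, compound exposure 1 h, room temperature, dark; test system: Cerulean-labeled Runt domain protein; amount: 100 nM per protein; buffer or medium: Tris 50 mM pH 7.5, KCl, K2SO4, 0.01% BSA; read-out: loss of energy transfer signal; detection: FRET fluorescence; controls: 5 µM unlabeled CBFb as full-inhibition high control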
NPY1 pot ag = human NPY-Y1 potentiation or agonism, primary screen; activation, % at 3.6 µM; 220,000 compounds, 0.37% hits; NPY-Y1 expressing cells, potentiator/agonist activation; AID 1304; P25929; in the data active = activation above about 33%, passing the limit was not always enough;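 note: cells stimulated with NPY at EC10 then isoproterenol at EC100; 0% = low agonist plus stimulus and 100% = saturating agonist plus stimulus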
Target sequence (P25929 whole entry, looked up): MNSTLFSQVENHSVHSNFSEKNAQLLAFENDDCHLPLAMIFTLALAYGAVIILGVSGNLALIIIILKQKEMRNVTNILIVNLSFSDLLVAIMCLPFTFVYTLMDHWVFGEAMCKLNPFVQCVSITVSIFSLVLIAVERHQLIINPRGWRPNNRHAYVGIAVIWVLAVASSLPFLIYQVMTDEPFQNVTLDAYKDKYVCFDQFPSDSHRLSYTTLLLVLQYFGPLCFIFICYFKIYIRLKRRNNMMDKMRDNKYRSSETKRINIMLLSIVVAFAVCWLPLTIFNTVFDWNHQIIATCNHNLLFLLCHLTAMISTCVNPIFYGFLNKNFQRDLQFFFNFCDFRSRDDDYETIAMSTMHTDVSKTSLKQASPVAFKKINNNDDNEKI
NPY2 pot ag = human NPY-Y2 potentiation or agonism, primary screen. cells expressing NPY-Y2, potentiator/agonist read-out. activation, % at 3.6 µM. 220,000 compounds, 0.45% hits. AID 1359; in the data active = activation above about 27%;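 note: cells stimulated with NPY near EC25 plus isoproterenol at EC100; 0% = vehicle plus submaximal agonist and 100% = vehicle plus saturating agonist; some results beyond the cut were filed as inactive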
p97 ATPase inh = inhibitors of human p97 ATPase; P55072; recombinant p97 ATPase, Kinase-Glo ATP luminescence, 3 h; inhibition, % at 8 µM; 220,000 compounds, 0.42% hits; AID 1481; in the data active = inhibition above about 15%;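 note: 0% = DMSO vehicle and 100% = wells lacking enzyme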
Runt-SMMHC FRET = blocks binding of human RUNX1 Runt domain to CBFb-SMMHC; inhibition, % at 20 µM; Cerulean-Runt/Venus-CBFb-SMMHC FRET ratio 530/480, 1 h; 220,000 compounds, 0.74% hits;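 active = mean inhibition across duplicate retests at 20 µM reaching about 50%, limit read from the data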;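 note: 0% = DMSO wells and 100% = wells with excess untagged CBFb-SMMHC; inhibitors lower the FRET ratio by blocking Runt binding to CBFb-SMMHC; some results filed as inactive read as strong as hits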
Mdm2 ligase inh = inhibitors of human Mdm2 E3 ubiquitin ligase; Q00987; cell-based MDM2 ubiquitination luciferase reporter, 2 h; 0 = plate control, 100 = twice control, blank-subtracted; signal enhancement, % at 5 µM; 210,000 compounds, 0.11% hits;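 active = signal enhancement of 30% or more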;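 note: luminescence tracks abundance of the self-degrading MDM2-luciferase fusion protein; higher signal means inhibition of MDM2 E3 ligase activity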
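Assay system: stable mammalian line carrying autodegrading MDM2–luciferase fusion reporter; amount: 2000 cells seeded into each well; buffer or medium: DMEM; benchmarks: plate control and blank wells; signal: luciferase luminescence; timing: 2 h compound exposure at 37 °C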
NPY Y1 blocker = blocks the human neuropeptide Y Y1 receptor; P25929; inhibition, % at 3.6 µM; AID 1040; HEK293-CNG Y1 cells, membrane potential fluorescence; NPY at EC95, then isoproterenol; 200,000 compounds, 1% hits;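 active = inhibition above the campaign mean inhibition of all tested compounds plus 3 SD, cut at about 20% in these data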;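 note: 0% = DMSO wells given NPY plus isoproterenol and 100% = isoproterenol alone without NPY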
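material = HEK293 cells with Y1 receptor plus CNG channel | also added = NPY 25 nM then isoproterenol 1 µM plus Ro 20-1724 25 µM | schedule = dye 3 h, compound 60 min room temperature, stimulation 45 min | measured by = membrane potential fluorescence | benchmarks = high control isoproterenol alone, low control NPY with isoproterenol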
An asterisk follows results filed as active; nt = not tested or not shown.

SMILES	Hck Nef HTS	RBBP9 inhibitor	Runt-CBFb FRET	NPY1 pot ag	NPY2 pot ag	p97 ATPase inh	Runt-SMMHC FRET	Mdm2 ligase inh	NPY Y1 blocker
CCCCCC(=O)Nc1cccc(C2=NOC3(C2)C[C@H](C(N)=O)N(C(=O)c2ccccc2C(=O)c2ccccc2)C3)c1 (some centres undefined)	25	nt	-8	nt	nt	nt	-5	5	nt
Cn1nc(C(F)(F)F)c2cc(C(=O)O)sc21	17	0	0	-7	-1	6	-2	-20	2
O=C(CS(=O)(=O)Cc1ccccc1)Nc1nnc(C2CCCCC2)s1	3	-4	-5	-16	-15	3	1	-11	3
CC(C(=O)Nc1ccccc1Cl)c1ccc([N+](=O)[O-])cc1 (centres undefined)	-1	-2	2	-7	3	2	-1	-25	0
Cc1cccc(C2=NNC(=O)C(c3ccc(Cl)cc3)C2)c1 (centres undefined)	15	-5	0	12	18	4	-4	-9	7
COC(=O)c1cc(C(=O)OCC(=O)Nc2ccccc2OC(F)F)cc([N+](=O)[O-])c1	2	-9	-1	7	-5	-2	-1	-5	1
O=C(O)c1ncc(-c2ccccc2)cn1	1	-2	-3	-9	3	-2	-8	-34	-2
O=C(c1cc2cc(Br)ccc2o1)N1CCCCC1	-7	-9	-1	15	-5	-5	3	-6	0
Fc1cccc(Cl)c1Cn1nnc2c(-n3ccnc3)ncnc21	-3	0	0	7	1	2	2	-16	-1
CCOc1ccccc1NC(=O)C(OC(=O)c1ccc(N(C)C)cc1)c1ccccc1 (centres undefined)	6	-6	0	-18	17	5	4	-11	2
COc1ccc(N/C(C)=C/C(=O)c2ccccc2)cc1	11	-1	-4	16	-5	1	0	-8	0
COc1cccc(C(c2c(O)nc(SC)n(C)c2=O)c2c(O)nc(SC)n(C)c2=O)c1	0	-8	-4	-3	7	2	2	-13	0
COc1ccc(C(=O)N/C(=C\c2cc(OC)c(OC)cc2[N+](=O)[O-])C(=O)NCCO)cc1	21	-10	-2	13	1	5	-15	-10	5
CN(CC1COc2ccccc2O1)C(=S)NC1CCCCC1 (centres undefined)	9	1	-2	-4	-12	9	-3	-3	nt
Cc1ccc(C(NC(=O)c2ccccc2)C(Cl)(Cl)Cl)cc1 (centres undefined)	3	-6	-2	-5	-15	-2	4	-4	1
O=C(COC(=O)c1ccc(=O)[nH]c1)Nc1cccc(S(=O)(=O)N2CCOCC2)c1	-7	-7	2	-15	-12	-3	-2	-11	nt
Cc1cc(Cl)cc(Br)c1OCCNCC(C)O (centres undefined)	8	5	-1	13	6	2	-3	-11	16
COc1cc2c(cc1OC)C(c1cccc(OC)c1OC)CC(=O)N2 (centres undefined)	1	-6	-2	-36	-19	7	2	-16	8
Cc1ccc(N2CC(C(=O)OCC(=O)C(C)(C)C)CC2=O)cc1 (centres undefined)	0	-8	-2	-1	-24	-4	-1	-13	2
Cc1ccc(C(=O)n2nc(-c3cccnc3)nc2N)cc1	-1	2	2	0	11	11	-2	-5	-2
Cc1ccc(S(=O)(=O)N(C)C)cc1NC(=O)C1CCCC1	2	-4	4	-33	-9	-1	4	-18	2
CCCCCOc1ccc(Br)cc1CSC(=N)N	1	-12	1	-99	-3	6	1	-31	46*
CC(C)C(=O)N(Nc1nc2ccccc2s1)C(=O)C(C)C	2	-9	0	-18	-6	6	0	-13	6
COc1ccc(C(C)NC(=S)NC2CCCC2)cc1OC (centres undefined)	0	-6	0	2	10	6	1	-16	0
Cc1ccc(C)c(NC(=O)CSc2nc3[nH]ncc3c(=O)[nH]2)c1	7	0	-3	-10	-4	3	-4	-2	-2
CCOP(=O)(CC(C(C)=O)C(O)c1ccccc1)OCC (centres undefined)	-8	-5	0	-12	3	5	-5	nt	1
Brc1ccc2ncnc(Nc3ccc(N4CCOCC4)cc3)c2c1	3	-6	0	15	1	3	1	-7	0
CCc1ccc2[nH]c(=O)c(C(c3nnnn3CCOC)N3CCN(c4ccccc4)CC3)cc2c1 (centres undefined)	1	-9	4	11	-5	2	-2	-11	-1
Cc1ccc(S(=O)(=O)c2c(N)n(Cc3ccco3)c3nc4ccccc4nc23)cc1	26	-1	45	19	-9	3	nt	-3	-3
COc1cc(C(=O)OCCn2c(=O)c3c(ncn3CCN(C)C)n(C)c2=O)cc(OC)c1OC	1	3	-1	-20	-1	1	-3	0	4
O=C(Nc1ccccc1)Nc1ccc(F)c([N+](=O)[O-])c1	3	-4	-2	-4	-11	0	1	-6	0
COCCOC(=O)c1c(C)nc(SCC(=O)Nc2ccc(OC)cc2)c(C#N)c1-c1ccco1	2	5	-6	-11	-13	-2	-3	-18	1
Cn1c(SCC(=O)NNC(=O)Nc2ccc(Cl)cc2)nnc1-c1ccccc1	17	-5	-2	36	22	7	1	-11	nt
O=C(Nc1ccccc1)c1ccc(S(=O)(=O)N2CCCCC2)cc1	17	-9	-4	-31	2	-7	0	-7	-8
CN1C[C@@H]2C[C@@H](C3=Cc4cc(Cl)ccc4OC3)N3CCC[C@@]23C1=O	17	-4	-2	6	5	2	-5	-2	1
COc1cc(C(=O)NC(=S)NC(C)C)cc(OC)c1OC	4	-6	-5	-28	5	5	-3	0	5
NC(=S)n1[nH]c(-c2ccc([N+](=O)[O-])cc2)c(N=Nc2ccc(O)cc2)c1=O	1	2	6	8	14	3	-1	-8	-3
CCCn1c(SCC(=O)Nc2nc(C)cs2)nnc1-c1cccnc1	2	-6	0	-6	-14	-2	-1	-14	-1
CC(C)(C)c1ccc(-c2nnc3sc(-c4ccncc4)nn23)cc1	3	0	3	-35	0	5	-7	-1	0
COC(=O)c1oc2ccccc2c1N	22	-2	0	8	1	2	-1	-9	1
CN(C)Cc1ccccc1Sc1ccccc1Br	-8	-8	-2	-16	-4	3	2	-3	16
O=C(Nc1cccn(Cc2c(Cl)cccc2Cl)c1=O)c1ccc(Cl)cc1	1	-2	3	5	6	4	3	-12	8
CCOc1ccc(CC2CCC(=O)NC2=O)cc1 (centres undefined)	1	-7	0	25	1	5	0	-8	1
CC1CCN(c2nc3ccccc3nc2C(C#N)C(=O)OC2CCCCC2)CC1 (centres undefined)	1	1	-1	-11	-7	5	-17	-17	11
CN(C)S(=O)(=O)Nc1ccc(C(=O)O)cc1	-1	-5	0	2	12	0	-2	-6	2
CCOC(=O)c1ccc(NC(=O)CSc2ccc(-c3cccnc3)nn2)cc1	18	-10	1	3	1	-4	2	5	0
CCCS(=O)(=O)N1CCN(C(=O)c2cccc(OC)c2)CC1	1	1	0	11	-12	3	0	-3	-4
C=CCn1c(CCCNC(=O)c2ccccc2OC)nc2ccccc21	13	-5	1	18	10	1	-1	-10	-2
Cc1ccc([N+](=O)[O-])cc1-c1ccc(/C=C(\C#N)c2[nH]nc(N)c2C#N)o1	41	-13	-6	7	9	3	-12	-4	4
C#Cc1ccc([C@@H]2C=C(C(=O)N3CCOCC3)O[C@H](OCC)[C@H]2CCCO)cc1	-8	-11	1	-18	-3	-2	1	nt	2
O=C(CCCc1ccccc1)Nc1ccc2c(c1)OCCO2	10	-15	-1	-25	-32	-7	4	-50	4
O=C(NC(NC(=S)Nc1ccc(Cl)c(Cl)c1)C(Cl)(Cl)Cl)c1ccco1 (centres undefined)	-1	-21	2	21	24	5	0	-26	-1
CCCCn1c(-c2ccc(Cl)cc2)nc2c(=O)n(C)c(=O)[nH]c21	1	0	25	-9	-1	0	50*	-18	1
CCCCOc1cc(C)nc(NCc2ccccc2)n1	0	6	-4	-3	3	-5	-1	-21	15
COC1CCCN(C(=O)c2ccc(OC3CCN(CCc4ccccc4)CC3)cc2)C1 (centres undefined)	-6	2	-1	-2	0	5	4	-17	-1
CCOc1ccccc1-n1c(SCC(=O)NC2CCCC2)nnc1-c1ccoc1C	-1	-9	0	-3	-5	-7	-1	-8	4
O=C(Nc1ccccc1C(F)(F)F)N1CCCC1c1cccnc1 (centres undefined)	6	2	-1	-5	-4	3	0	-12	nt
CC(=O)Nc1ccc(S(=O)(=O)NC2CCS(=O)(=O)C2)cc1Cl (centres undefined)	14	-6	0	-13	-14	3	-3	-9	nt
CCCCCCCC1CC(CSC(=N)N)OC1=O (centres undefined)	-1	23*	0	-11	-7	1	-1	-2	9
CNc1oc(C)nc1S(=O)(=O)c1ccccc1	0	-10	0	7	3	-2	-2	-15	-2
Continued.
SMILES	Hck Nef HTS	RBBP9 inhibitor	Runt-CBFb FRET	NPY1 pot ag	NPY2 pot ag	p97 ATPase inh	Runt-SMMHC FRET	Mdm2 ligase inh	NPY Y1 blocker
COc1ccc(-n2nc3c(c2NC(=O)Cc2cccc(C)c2)CS(=O)C3)cc1 (centres undefined)	0	0	1	8	-18	-4	-1	-21	14
CCn1c(CSCc2c(Cl)cccc2Cl)n[nH]c1=S	30	7	7	-15	-1	-1	11	-18	8
Nc1ccc(Nc2nc(-c3ccncc3)cs2)cc1	-16	-3	5	-8	-7	1	-2	nt	2
Clc1ccccc1/C=C/c1nc(-c2cccnc2)no1	13	-5	-1	-16	-20	-1	-4	-16	nt
CC(=O)NC(Cc1c[nH]c2ccccc12)C(=O)OCC(=O)Nc1cc(C)on1 (centres undefined)	0	-4	-1	9	3	8	1	-3	3
COc1ccc(NS(=O)(=O)c2ccc3oc(=S)[nH]c3c2)cc1	15	-5	1	12	7	8	-1	3	nt
COc1cc(-c2cn[nH]c2N)cc(OC)c1OC	-2	-5	4	-13	-5	0	9	-1	-3
COc1cccc(N2CCN(C(=O)Nc3ccccc3Cl)CC2)c1	8	7	-2	3	-2	4	0	-6	5
CCOC(=O)CNC(c1ccccc1)c1cc(Br)ccc1NC(C)=O (centres undefined)	21	-5	2	-39	-17	-5	3	-1	47*

Reprinted at random: 4 entries already listed
SMILES	Hck Nef HTS	RBBP9 inhibitor	Runt-CBFb FRET	NPY1 pot ag	NPY2 pot ag	p97 ATPase inh	Runt-SMMHC FRET	Mdm2 ligase inh	NPY Y1 blocker
Nc1ccc(Nc2nc(-c3ccncc3)cs2)cc1	-16	-3	5	-8	-7	1	-2	nt	2
CCn1c(CSCc2c(Cl)cccc2Cl)n[nH]c1=S	30	7	7	-15	-1	-1	11	-18	8
COc1ccc(-n2nc3c(c2NC(=O)Cc2cccc(C)c2)CS(=O)C3)cc1 (centres undefined)	0	0	1	8	-18	-4	-1	-21	14
Clc1ccccc1/C=C/c1nc(-c2cccnc2)no1	13	-5	-1	-16	-20	-1	-4	-16	nt

Screens: PubChem, several laboratories
